Tb PYK inh = T. brucei pyruvate kinase inhibition; 410,000 tested, 0.12% active; Potency, µM (top dose mostly 76.8 µM), without a hit: at the highest dose activity, negative = inhibition, usual class: inhibitors; Q57TT1; TbPYK enzyme, Kinase-Glo Plus ATP luminescence, 45 min; AID 624173; active means well fitted inhibition curve with a large enough effect; further: nearly all actives have a fitted effect of over 50% in size
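Enzyme and substrate buffer are dispensed first and compound is pin-transferred. ADP at 130 uM final then starts the reaction, which runs 45 min at room temperature. Detection reagent is added for 10 min before luminescence is imaged.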
The depositor's hits bear a star; & = joins results of further samples; [ ] = another dose, or the depositor's remark. On the % scale 0 is the no-effect control and ±100 the full control effect; potency means the concentration at half of the fitted maximal effect. Not all compounds are listed; count on the stated rates, not on these rows.

SMILES | Tb PYK inh
COCCCNC(=O)CCCn1c(=O)c2cccn2c2cccnc21 | -2%
CCOc1ccc(NC(=O)Cn2cnc3nc4c(cc3c2=O)CCCC4)cc1 | -1%
COc1ccc(N2CCN(CCCn3cnc4c(SC)ncnc43)CC2)cc1 | 3%
Cc1ccc(O)c(NC(=O)c2cc(-c3ccc(F)cc3)no2)c1 | -1%
CCCCN1C[C@H](CSC)[C@@H](CC(=O)Nc2ccc(Br)cc2)C1=O | 0%
Cc1cccc(-c2nc(CN3CCCC(C(=O)N4CCN(c5cc(Cl)ccc5C)CC4)C3)c(C)o2)c1 (stereo unspecified) | 0%
O=S(=O)(c1ccc(Cl)cc1)c1nc(-c2ccccc2Br)oc1N1CCOCC1 | 0%
CC(C)(C)OC(=O)NCCc1onc(-c2ccc([N+](=O)[O-])cc2)c1C(=O)O | 0%
COCCNC(=O)c1cc2c(c(-c3cccc(C#CC(C)(C)O)c3)n1)[C@@H](CCO)N(S(=O)C(C)(C)C)C2 (stereo partly specified) | -2%
Cc1c(CCNC(=O)c2ccc(C(F)(F)F)cc2)sc2nc(-c3ccc(F)cc3)nn12 | 0%
CCOC(=O)c1ccc(NC(=O)CN(c2ccc(C)cc2)S(=O)(=O)c2c(C)noc2C)cc1 | 3%
Fc1ccc(NCc2ccccc2-c2nnc(-c3ccccc3Cl)o2)cc1 | -7%
CC1CCN(CCCNC(=O)c2cc(Sc3ccc(F)cc3)nc3ccccc23)CC1 | -5%
COc1cc(OC)c(Nc2nc3ccc(C)cc3n3nnnc23)cc1Cl | 5%
Cc1ccc(S(=O)(=O)N2C[C@H]3C(=O)C[C@@H](c4cccc5ccccc45)N(S(=O)(=O)c4ccc(C)cc4)[C@H]3C[C@H]2c2ccc(Cl)cc2)cc1 | -3%
CCOCCOC(C)=O | -5%[157 µM]
CCC(Oc1ccc(F)cc1)C(=O)Nc1nc(-c2ccc(F)cc2)ns1 (stereo unspecified) | -4%
O=C(Cc1ccccc1)Nc1c(C(=O)c2ccccc2)oc2ccccc12 | 0%
COc1ccccc1NC(=O)Cn1c(=O)n(Cc2ccco2)c(=O)c2cccnc21 | -4%
CCOc1ccc(-n2c(SCC(=O)NCc3ccccc3)nc3n[nH]c(C)c3c2=N)cc1 | 0%
CCC1NC(=O)c2cccnc2-n2c1nc1ccc(C)cc1c2=O (stereo unspecified) | 0%
Cc1ccc(-n2c(=O)cc(N3CCN(c4ccccc4Cl)CC3)[nH]c2=O)cc1 | -11%
Oc1cccc(-c2c3nc(c(-c4cccc(O)c4)c4ccc([nH]4)c(-c4cccc(O)c4)c4nc(c(-c5cccc(O)c5)c5ccc2[nH]5)CC4)C=C3)c1 | -24%&-16%
O=C(NCC(c1cccs1)S(=O)(=O)c1cccs1)c1ccccc1F (stereo unspecified) | -5%
COCCCNC(=O)C1CCCN(c2ncnc3onc(C)c23)C1 (stereo unspecified) | 2%
CCCN1CCN(C(=O)c2ccc(S(=O)(=O)N(C)c3ccccc3OC)cc2)CC1 | -4%
Cc1ccccc1Oc1ccc2c(c1)[C@@H]1C[C@H](N(C)C(=O)c3ccco3)[C@H]([C@H](C)O)C(=O)N1CC2 | -7%
COc1ccc(Cn2c(NCC(C)C)nc3c2c(=O)n(C)c(=O)n3C)cc1 | -2%
CCCCc1c(-c2cccc(OC)c2)ncn1CCc1ccccc1OC | -6%
O=S(=O)(c1ccccc1)N1CCC2(CCN(c3cccc(-c4ccccc4)c3)CC2)CC1 | 0%
Cc1ccc(-n2cnc3cc(C(=O)NCc4ccccc4Cl)ccc32)c(C)c1 | -2%
O=C(C1CCCN(S(=O)(=O)c2cccc3nonc23)C1)N1CCN(c2cccc(C(F)(F)F)c2)CC1 (stereo unspecified) | 3%
Cc1cccc(N2CC(c3nc4ccccc4n3CCC3CCCCC3)CC2=O)c1 (stereo unspecified) | -5%
Cc1c(Cl)cccc1NC(=O)CNS(=O)(=O)c1cccs1 | -3%
C=Cc1ccc(Cn2c(C(=O)O)c(CNC3CCCCC3)c3ccc(OC)cc32)cc1 | -10%
CC(C)n1nnnc1C1c2ccccc2C(=O)N1Cc1cccc(F)c1 (stereo unspecified) | 0%
Cc1cccc(-c2noc(CCCC(=O)NCc3ccco3)n2)c1 | -1%
O=C(Cn1nc(C(F)(F)F)c2c1CCC2)Nc1ccc(Cl)cc1 | 1%
COc1ccc(N2CCN(C(=O)C3CCN(S(=O)(=O)c4cn(C)cn4)CC3)CC2)cc1 | -7%
Cc1nc2c(OCc3ccc(Cl)cc3Cl)cccn2c1N(C)Cc1cccs1 | -7%
O=C(COC(=O)c1cccc(F)c1)Nc1cccc(S(=O)(=O)N2CCOCC2)c1 | 5%
COc1ccncc1-c1ccccc1C1=CC(=O)CC(C)(C)C1=O | -3%
CNC(=O)CCCN1C(=O)c2cccnc2Sc2ccccc21 | 0%
C[C@H]1CN([C@@H](C)CO)C(=O)c2cc(-c3cccnc3)cnc2O[C@H]1CN(C)Cc1ccc(Oc2ccccc2)cc1 | 3%
COCC(=O)N1CCC[C@@]2(CCN(c3ncccn3)C2)C1 | 0%
CCC(C)NC(=O)Cn1c(=O)c2cccn2c2ccc(F)cc21 (stereo unspecified) | 1%
Cc1ccc(-c2nc3c(c(SCC(=O)N4CCCCC4)n2)Cc2cc(C)ccc2O3)cc1 | -4%
COC(=O)C1=C(c2ccc(OCc3ccccc3)cc2)C[C@@H]2CC[C@H]1N2C(=O)NCCCCc1ccccc1 | 4%
CCCC(CCC)C(=O)Nc1nnc2n1CCS2 | 5%
CCc1cccc(C)c1NC(=O)CSc1nc2ccccc2nc1N1CCOCC1 | -3%
CC(=O)c1cccc(NC(=O)Cn2ccn3nc(-c4ccccc4)cc3c2=O)c1 | 6%
CCc1ccc(Nc2nnc(-n3nc(C)cc3C)c3ccccc23)cc1 | -3%
CC(C)(C)C(=O)N1CCC2CC1c1cc(-c3ccc4c(c3)OCO4)ccc12 (stereo unspecified) | -1%
O=c1cc(-c2ccccc2)n2c(SCc3ccccc3)nnc2[nH]1 | -7%
CCN(CC)c1cc(C)c2cc(NC(=O)c3ccc(OC)c(OC)c3)ccc2n1 | -2%
COC(=O)[C@@]1(Sc2ccc(C)cc2)CC(=O)N(c2ccc(Cl)cc2)[C@@H]1c1ccccc1 | 0%
COc1ccccc1Cn1c(CNS(=O)(=O)c2cccc([N+](=O)[O-])c2)nc2cccnc21 | 3%
Cc1ccccc1C(=O)N1CCC[C@@H]1C(=O)N1CCC[C@H]1C(=O)NCc1ccncc1 | 2%
Cn1c(CCN2CCN(c3ccccn3)CC2)nc2cc(NS(=O)(=O)c3ccc(F)cc3)ccc21 | -9%
Clc1cccc(-c2nc3c4ccccc4ccn3c2Cc2ccccc2)c1 | -2%
Following part
SMILES | Tb PYK inh
COc1cccc(-n2c(SCC(=O)Nc3c(C)cc(C)cc3C)nc3c([nH]c4ccccc43)c2=O)c1 | -1%
COc1cc(OC)c(NC(=O)c2c(C)oc3ncnc(N4CCCCC4)c23)cc1Cl | 1%
Cc1oc(-c2cccc(Cl)c2)nc1CS(=O)(=O)CC(=O)NC(C)CCc1ccccc1 (stereo unspecified) | -1%
CC(=O)Nc1ccc(NC(=O)C2Cc3c(-c4cccc(NC(C)=O)c4)ccnc3O2)cc1 (stereo unspecified) | -12%
OCC[C@@H]1C[C@H](O)[C@@H](O)[C@@]2(OCCCc3cc(C(F)(F)F)ccc32)O1 | 2%
O=C(COc1ccc(Cl)cc1)OCc1cc(=O)n2nc(C3CCCCC3)sc2n1 | -10%
CN1C=CC(=C[N+](=O)[O-])N(C)C1=O | 2%
O=C(c1ccc2c(c1)N(Cc1ccc(F)cc1)C(=O)c1ccccc1S2(=O)=O)N1CCN(Cc2ccccc2)CC1 | 2%
CCOC(=O)c1c(C)[nH]c(C)c1S(=O)(=O)NCC(=O)Nc1cccc(C(F)(F)F)c1 | -9%
c1csc(CN2CC3(CCNCC3)C2)n1 | 2%
CCN(CC)C(=O)C1=C(C)N(Cc2ccc(C(C)(C)C)cc2)C(=O)C(CC(=O)NCC2CCCCC2)C1 (stereo unspecified) | 11%
Cc1ccc(-c2cc(C(=O)N(Cc3ccccc3)Cc3ccco3)no2)cc1F | -8%
CC(=O)Nc1cnc(-c2ccccc2C(C)=O)cn1 | 4%
COC(=O)CCCCC1=CCC2C(=O)C=C(O)C2C1 (stereo unspecified) | 3%
CCC(C)NC(=O)C1CCN(C(=O)c2ccc(-n3ccc4ccccc43)s2)CC1 (stereo unspecified) | -6%
CC1=C(C(=O)N2CCOCC2)CC(CC(=O)NC(c2ccccc2)c2ccccc2)C(=O)N1CCCN1CCCC1=O (stereo unspecified) | 6%
COCC(=O)N1CCC2(CC1)CCN(c1ccccc1)CC2 | -6%
CCN(C(=O)c1cc2c(=O)oc3ccc(C)cc3c2s1)c1cc(OC)ccc1OC | -6%
COc1ccccc1CNc1nc(-c2ccco2)nn1S(=O)(=O)c1ccc2ccccc2c1 | -5%
CCN(C(=O)Cn1c(=O)oc2cc(S(=O)(=O)N3CCCC3)ccc21)c1cccc(C)c1 | 3%

Part of the list above, set out differently.
SMILES	Tb PYK inh
CCN(CC)C(=O)C1=C(C)N(Cc2ccc(C(C)(C)C)cc2)C(=O)C(CC(=O)NCC2CCCCC2)C1 (stereo unspecified)	11%
Cc1ccc(-c2cc(C(=O)N(Cc3ccccc3)Cc3ccco3)no2)cc1F	-8%

Going on with the list:
SMILES | Tb PYK inh
Cc1cccc(CCNC(=O)C2CCN(c3ncnc4c3nc3n4CCCCC3)CC2)c1 | 0%
CCOC(=O)Cn1c(=O)n(CC2CCCO2)c2nc(-c3ccccc3OC)nc(C(N)=O)c21 (stereo unspecified) | 0%
CC1(C(=O)Nc2cnc3ccccc3c2)CCN1CCOc1ccccc1 (stereo unspecified) | -6%
Cc1nn2c(=O)cc(COC(=O)c3ccc(NC(=O)COc4ccc(C)c(C)c4)cc3)nc2s1 | 7%
COc1ccc(CNC(=O)c2ccc(CS(=O)(=O)c3ccccc3OC)o2)cc1 | 0%
Cc1c(NC(=O)Nc2ccc(Cl)c(C(F)(F)F)c2)c(=O)n(-c2ccccc2)n1C | -27%
COc1cc(C2N=C(N)Nc3nc4ccccc4n32)ccc1OCC(=O)O (stereo unspecified) | -1%
CC(C)CC(=O)Nc1ccc2nc(SCC(=O)N3CCCC3)sc2c1 | 0%
COc1cccc(C(C)(O)c2nc(-c3ccccc3C)cs2)c1 (stereo unspecified) | 0%
CC1(C(=O)NS(=O)(=O)c2cccc(OC(F)F)c2)CCN1C(=O)CC1CCCC1 (stereo unspecified) | 9%
O=C(CSc1nc2ccccc2c(=O)n1CCC(=O)NC1CCCCC1)Nc1ccccc1Cl | -2%
O=C1C=CC(O)C2(CO)OC12 (stereo unspecified) | -8%
Cc1cccc(C(=O)Nc2sc3c(c2C(=O)Nc2ccccc2)CCC3)c1 | 0%
Cc1ccc(NC(=O)Cn2nc(C(F)(F)F)c3c2CCC3)cc1C | 4%
COC(=O)N(C)C[C@H]1OCc2cnnn2CCCC(=O)N([C@H](C)CO)C[C@H]1C | 6%
CCN(C(=O)c1cc2c(=O)n3cccc(C)c3nc2s1)c1ccc(C)c(C)c1 | 2%
Cc1c(C(=O)Nc2cccc(-c3nc4ccccc4s3)c2)oc2ccccc12 | -5%
COc1ccc(OC)c(C2CC(=O)c3c([nH]c(C(=O)OCC4CCCCC4)c3C)C2)c1 (stereo unspecified) | 7%

23 entries out of the list, sorted by SMILES length, largest number first:
SMILES | Tb PYK inh
CC1=C(C(=O)N2CCOCC2)CC(CC(=O)NC(c2ccccc2)c2ccccc2)C(=O)N1CCCN1CCCC1=O (stereo unspecified) | 6%
CCN(CC)C(=O)C1=C(C)N(Cc2ccc(C(C)(C)C)cc2)C(=O)C(CC(=O)NCC2CCCCC2)C1 (stereo unspecified) | 11%
CCOC(=O)c1c(C)[nH]c(C)c1S(=O)(=O)NCC(=O)Nc1cccc(C(F)(F)F)c1 | -9%
CCOC(=O)Cn1c(=O)n(CC2CCCO2)c2nc(-c3ccccc3OC)nc(C(N)=O)c21 (stereo unspecified) | 0%
COC(=O)N(C)C[C@H]1OCc2cnnn2CCCC(=O)N([C@H](C)CO)C[C@H]1C | 6%
Cc1c(NC(=O)Nc2ccc(Cl)c(C(F)(F)F)c2)c(=O)n(-c2ccccc2)n1C | -27%
CC1(C(=O)NS(=O)(=O)c2cccc(OC(F)F)c2)CCN1C(=O)CC1CCCC1 (stereo unspecified) | 9%
O=C(CSc1nc2ccccc2c(=O)n1CCC(=O)NC1CCCCC1)Nc1ccccc1Cl | -2%
CCN(C(=O)c1cc2c(=O)n3cccc(C)c3nc2s1)c1ccc(C)c(C)c1 | 2%
Cc1cccc(CCNC(=O)C2CCN(c3ncnc4c3nc3n4CCCCC3)CC2)c1 | 0%
COc1ccc(CNC(=O)c2ccc(CS(=O)(=O)c3ccccc3OC)o2)cc1 | 0%
Cc1ccc(-c2cc(C(=O)N(Cc3ccccc3)Cc3ccco3)no2)cc1F | -8%
Cc1c(C(=O)Nc2cccc(-c3nc4ccccc4s3)c2)oc2ccccc12 | -5%
Cc1cccc(C(=O)Nc2sc3c(c2C(=O)Nc2ccccc2)CCC3)c1 | 0%
COc1cc(C2N=C(N)Nc3nc4ccccc4n32)ccc1OCC(=O)O (stereo unspecified) | -1%
Cc1ccc(NC(=O)Cn2nc(C(F)(F)F)c3c2CCC3)cc1C | 4%
CC1(C(=O)Nc2cnc3ccccc3c2)CCN1CCOc1ccccc1 (stereo unspecified) | -6%
COc1cccc(C(C)(O)c2nc(-c3ccccc3C)cs2)c1 (stereo unspecified) | 0%
COCC(=O)N1CCC2(CC1)CCN(c1ccccc1)CC2 | -6%
COC(=O)CCCCC1=CCC2C(=O)C=C(O)C2C1 (stereo unspecified) | 3%
CC(=O)Nc1cnc(-c2ccccc2C(C)=O)cn1 | 4%
c1csc(CN2CC3(CCNCC3)C2)n1 | 2%
O=C1C=CC(O)C2(CO)OC12 (stereo unspecified) | -8%

Compound activity from PubChem.
